# Assay outcomes (PubChem)
# KCNH2 3.1 block: KCNH2 3.1 (human) potassium channel inhibition. U2OS KCNH2 3.1, thallium flux FluxOr; active compounds read low. activity change, % (tested at about 1.8 µM). 340,000 compounds, 0.95% hits;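 active = maximum activity change below -70%; inconclusive = maximum activity change from -70% to -50%; inactive = maximum activity change above -50%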;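 note: thallium influx rate constant from kinetic fluorescence after stimulation buffer; % is set by controls: 0 for no effect and ±100 for the full control effect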
#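 Virally transduced U2OS (3.1 isoform, 4 h infection in dark at RT) → overnight 37 C → FluxOr + Red40 in HBSS/HEPES, 45 min → stimulation buffer, 2 min kinetic read → rate constant vs DMSO controls.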
# PKM2 act: increases activity of human pyruvate kinase M2; P14618; purified PKM2, Kinase-Glo ATP luminescence, activation; response scale: 0% is enzyme alone, no compound; Potency, µM (series often up to 57.5 µM), without a hit: top-dose activation, actives largely listed as activators; 260,000 compounds, 0.34% hits; note: potency is the fitted concentration of half-maximal effect; % is set by controls: 0 for no effect and ±100 for the full control effect; nearly all actives have a fitted effect of over 55% in size
#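 ATP formation by purified human PK-M2, quantified via coupled luciferase luminescence after 1 h at room temperature with 0.1 mM ADP and 0.5 mM PEP final.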
# ELG1 DNA repair: ELG1-dependent DNA repair inhibition | 330,000 compounds, 2.3% hits | Potency, µM (doses to about 46.1 µM), without a hit: at the top dose activity change, negative = inhibition, actives largely listed as inhibitors | HEK293T ELG1-luciferase reporter, luminescence, 16 h; DNA damage induced by 5-fluorouridine; note: potency is the fitted concentration of half-maximal effect; % is set by controls: 0 for no effect and ±100 for the full control effect; nearly all actives have a fitted effect of over 55% in size
#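 HEK293T cells expressing luciferase-tagged ELG1 (2,000/well) received 5-Fluorouridine plus compound or DMSO for 16 hr at 37 °C. Luciferase was read by ONE-Glo luminescence after 30 min at room temperature.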
# Rab9 promoter act: activates the Rab9 promoter; Huh7 Rab9 promoter-luciferase reporter, luminescence, 24 h; Potency, µM (highest dose often 9.22 µM), for the others: at the top dose activation, negative = inhibition, usual class: activators; 320,000 compounds, 2.8% hits; note: potency is the fitted concentration of half-maximal effect; % of control where 0% means no effect; nearly all actives have a fitted effect of over 60% in size
#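 Luminescence read-out: Huh7 cells stably expressing Rab9-luciferase, treated 24 h with compound at 37 °C, then lysed with luciferase reagent for 10 min at ambient before reading.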
# VP16 counter: counter-screen for ROR gamma inhibitors: Gal4-VP16 reporter; Potency, µM (highest dose often 53.6 µM), inactives show at the highest dose activity, negative = inhibition, usual class: inhibitors; AID 2546; 310,000 compounds, 3.5% hits; Drosophila S2 Gal4-VP16 UAS-luciferase, luminescence, 20 h;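 note: Gal4-VP16 expression switched on by copper sulfate through the metallothionein promoter; potency is the fitted concentration of half-maximal effect; % is set by controls: 0 for no effect and ±100 for the full control effect; nearly all actives have a fitted effect of over 50% in size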
# Mito fusion act: inhibitors of mitochondrial division or activators of mitochondrial fusion; AID 485298; Potency, µM (doses to about 46.1 µM), for inactives: top-dose growth rescue (activation), usual class: activators; S. cerevisiae fusion-defective mutant growth rescue, CellTiterGlo 48 h; 320,000 compounds, 0.23% hits;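 note: potency is the fitted concentration of half-maximal effect; % of control where 0% means no effect; nearly all actives have a fitted effect of over 45% in size; temperature-sensitive fusion mutants such as fzo1-1 at 37 °C on non-fermentable ethanol glycerol medium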
#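 Luminescent cell viability in 1536-well qHTS format served as the measure of rescued growth in ts fusion-mutant S. cerevisiae cultured on non-fermentable YPEG for 48 hours at 37C.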
# Menin MLL FP TR: displaces Texas Red mutant MLL peptide from human menin; Potency, µM (top dose mostly 61.6 µM), for inactives: at the top dose FP activity change, negative = inhibition, hits mostly inhibitors; 270,000 compounds, 0.23% hits; Menin + Texas Red MLL mutant peptide, fluorescence polarization; active = well fitted inhibition curve with a large enough effect in the polarisation, with a control signal flat, not every such curve was filed as active; inconclusive = small, poorly fitted or top-dose-only effect, or effect the other way, or a change in a side signal; inactive = no such curve, though single readings can be large or run the other way; the % refers to the polarisation; note: potency is the fitted concentration of half-maximal effect; % of control where 0% means no effect; many of its hits are not listed in these tables
# RORg inh: inhibitors of mouse ROR gamma transcriptional activity; Potency, µM (series often up to 53.6 µM), for inactives: top-dose activity change, negative = inhibition, actives largely listed as inhibitors; P51450; Drosophila S2 Gal4-RORgamma UAS-luciferase reporter, 20 h; 310,000 compounds, 5.4% hits; AID 2551; note: potency is the fitted concentration of half-maximal effect; % is set by controls: 0 for no effect and ±100 for the full control effect; nearly all actives have a fitted effect of over 60% in size
# Target sequence (P51450 whole entry, looked up, the tested form may be a part): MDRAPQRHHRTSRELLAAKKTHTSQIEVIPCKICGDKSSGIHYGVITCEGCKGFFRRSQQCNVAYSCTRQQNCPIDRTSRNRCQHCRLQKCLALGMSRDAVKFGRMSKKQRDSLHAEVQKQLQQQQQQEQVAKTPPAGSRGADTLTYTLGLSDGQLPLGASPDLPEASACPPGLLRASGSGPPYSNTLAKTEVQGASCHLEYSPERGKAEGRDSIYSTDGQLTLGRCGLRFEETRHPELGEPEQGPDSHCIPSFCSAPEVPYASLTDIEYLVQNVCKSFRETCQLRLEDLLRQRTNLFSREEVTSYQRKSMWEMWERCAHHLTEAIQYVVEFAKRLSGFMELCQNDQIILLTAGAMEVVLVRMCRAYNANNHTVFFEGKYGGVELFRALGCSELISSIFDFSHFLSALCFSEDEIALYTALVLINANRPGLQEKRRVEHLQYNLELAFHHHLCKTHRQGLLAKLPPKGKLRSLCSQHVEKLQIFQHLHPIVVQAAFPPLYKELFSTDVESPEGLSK
#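 Schneider cells (Drosophila), stable Gal4 DBD–ROR gamma + UAS-luc; 1 hr cmpd preincubation; Cu2+ induction 700 uM final; 20 hr ambient; luminescence.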
# MBNL1 CUG block: inhibitors of human MBNL1 binding to CUG repeat RNA | Q9NR56 | TR-FRET MBNL1-His/biotin-(CUG)12 binding, 665/545 ratio | Potency, µM (doses to about 57.5 µM), without a hit: at the top dose activity change, negative = inhibition, most hits filed as inhibitors | 280,000 compounds, 0.036% hits | AID 2675; active = well fitted inhibition curve with a large enough effect in the signal ratio, with a control signal flat, not every such curve was filed as active; inconclusive = small, poorly fitted or top-dose-only effect, or effect the other way, or a change in a side signal; inactive = no such curve, though single readings can be large or run the other way; the % refers to the signal ratio; note: potency is the fitted concentration of half-maximal effect; % is set by controls: 0 for no effect and ±100 for the full control effect
# Target sequence (Q9NR56 whole entry, looked up): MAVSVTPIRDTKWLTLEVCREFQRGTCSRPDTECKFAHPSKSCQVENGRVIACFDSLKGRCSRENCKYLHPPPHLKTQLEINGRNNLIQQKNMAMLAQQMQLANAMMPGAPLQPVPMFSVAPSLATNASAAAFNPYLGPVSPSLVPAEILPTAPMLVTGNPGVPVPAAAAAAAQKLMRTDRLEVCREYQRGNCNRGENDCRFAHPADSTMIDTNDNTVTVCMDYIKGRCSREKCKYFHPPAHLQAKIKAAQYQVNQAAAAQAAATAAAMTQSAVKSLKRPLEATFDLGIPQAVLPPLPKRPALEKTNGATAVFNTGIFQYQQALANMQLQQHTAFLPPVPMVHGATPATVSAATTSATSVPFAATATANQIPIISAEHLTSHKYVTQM
#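 Compound titration spanned 92 nM–58 uM against the MBNL1-His/biotin-(CUG)12 complex. After 60 min at room temperature with 5 nM streptavidin-XL665 and 0.055 ng/ul terbium anti-His, ratiometric 665/545 nm emission (Ex 340 nm) normalized to controls.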
# FLuc modulator: inhibits or activates purified firefly luciferase, miR-21 counter-screen; Potency, µM (top dose mostly 57.5 µM), inactives show at the top dose activity change, negative = inhibition, most hits filed as inhibitors; purified FLuc, Km substrates, luminescence inhibition; 360,000 compounds, 6.9% hits; AID 588342; P08659;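 note: potency is the fitted concentration of half-maximal effect; plate controls were vehicle for no effect and reference inhibitor for full effect; nearly all actives have a fitted effect of over 55% in size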
#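 Purified P. pyralis luciferase, 10 nM final, with Km-level 10 uM D-luciferin and 10 uM ATP in 50 mM Tris acetate pH 7.5, 10 mM Mg acetate, 0.01% Tween-20, 0.05% BSA; 6-point qHTS titration about 60 µM downward; luminescence read.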
# NPC1 prom act: activators of NPC1 promoter | AID 485313 | Potency, µM (doses to about 9.22 µM), for the others: at the top dose activation, hits mostly activators | Huh7 NPC1 promoter luciferase reporter, 24 h | 320,000 compounds, 2.4% hits;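 note: potency is the fitted concentration of half-maximal effect; % of control where 0% means no effect; nearly all actives have a fitted effect of over 60% in size; reporter is driven by a mutant NPC1 promoter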
#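 Cells: Huh7 expressing luciferase under the NPC1 promoter, 1500/well. Seeded 2 h, compound added, incubated 24 h at 37 °C. Luciferase reagent, 10 min ambient, then luminescence.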
# * = called active by the depositor; ? = inconclusive; · = no result given; & = joins results of further samples; [ ] = remark or other dose. Unless noted, calls come from the whole dose curve; as a rule, active = well fitted curve in the direction sought with a large enough effect; inconclusive = small, poorly fitted or top-dose-only effect, or another doubt; inactive = no such curve, though single readings can be large; an effect the other way counts as inactive or inconclusive. A portion of the library; count on the stated rates, not on these rows.
molecule,KCNH2 3.1 block,PKM2 act,ELG1 DNA repair,Rab9 promoter act,VP16 counter,Mito fusion act,Menin MLL FP TR,RORg inh,MBNL1 CUG block,FLuc modulator,NPC1 prom act
COc1cc(/C=C/C(=O)O)cc(S(=O)(=O)Nc2ccccc2SC)c1OC,-36.0,0.4%,5.7%,-3.1%,-5.2%,-4.4%,-1.2%,17.5%,·,0.1%,-2.8%
COc1ccc(-c2noc(CN3CCN(c4ccccc4F)CC3)n2)cc1OC,-4.8,1.3%,?,-1.9%,3.4%,-4.1%,-24.6%,20.8%,4.5%,0.0%,-0.5%
COc1ccc(CN2CCC(N3CC(C)OC(C)C3)CC2)c(OC)c1 (stereo not given),2.8,·,14.2%,0.0%,-4.2%,-13.4%,?,-12.0%,-5.8%,0.9%,-3.1%
CCSc1ccccc1C(=O)N1CCN(c2ccccc2F)CC1,-3.4,7.8%,3.4%,-2.7%,·,-0.2%,0.5%,13.4%[0.365 µM],-3.4%,4.3%,-2.6%
O=C(Nc1nc(-c2ccccc2)c(-c2ccccc2)s1)c1ccc(S(=O)(=O)N2CCCCC2)cc1,10.9,3.7%,10.7%,-5.0%,-5.1%,4.5%,4.7%,-1.0%,5.7%,4.2%,-7.9%
O=C(CSC(=S)N1CCOCC1)N1N=CCC1c1ccccc1 (stereo not given),-14.1,0.8%,20.0%,-0.4%,13.3%,-0.1%,0.2%,-5.0%,-3.9%,?,-1.9%
CCN(CC)S(=O)(=O)c1ccc(NC2c3ccccc3C(=O)N2c2ccc(C)cn2)cc1 (stereo not given),5.2,-4.6%,8.1%,8.8%,3.4%,-1.0%,-0.6%[11.7 µM],38.6%,2.4%,0.0%,0.6%
C=CCNC(=O)CC(=O)N/N=C/c1cccc(Br)c1,10.7,-3.6%,-8.2%,-3.1%,1.1%,-0.1%,9.8%,-0.1%,6.7%,-2.4%,1.3%
CN(/N=C/c1c[nH]c2ccccc12)c1cnn(-c2ccc(F)c(Cl)c2)c(=O)c1Cl,-13.4,-0.5%,-6.7%,11.0%,1.3%,-0.8%,?,-10.3%,9.0%,13.5µM*,-1.3%
O=C1c2ccccc2C(=O)C1c1ccc(Br)cc1,21.3,·,?,10.2%[1.84 µM],4.3%&-16.0%,-14.4%,?,-23.9%&17.4%,?,6.01µM*,?
O=C(Nc1ccc2c(c1)OCCO2)c1ccccc1F,-0.2,-27.6%,?,0.562µM*,?,-2.0%,1.7%,?,-5.8%,3.38µM*,0.794µM*
COC(=O)COc1ccc(/C=C2/NC(=O)N(CC(=O)OC)C2=O)cc1,-4.5,-2.4%,-13.7%,-8.1%,-9.3%,-13.9%,-12.4%,1.6%,?,3.8%,-5.3%
O=C1CSC(=O)N1CCOCCN1C(=O)CSC1=O,0.4,-1.7%,0.0%,-2.3%,4.7%,-3.8%,4.7%,-3.1%,-1.8%,12.2%,-0.1%
CCc1cccc(NC(=O)Cn2cc3c(n2)CCCC3)c1,-4.6,-3.7%,-2.6%,-2.4%,-7.2%,1.5%,23.4%,?,9.5%,-2.2%,-8.7%
CC(=O)Nc1ccc(NC(=O)CCn2c(=O)oc3ccccc32)cc1,8.6,-9.8%,9.1%,5.8%,1.6%,-4.2%,10.3%,-10.6%,-3.1%,-0.5%,1.3%
N=c1c(S(=O)(=O)c2ccccc2)cc2c(=O)n3ccccc3nc2n1CCCN1CCOCC1,-6.0,·,21.2%,-1.5%,-1.7%,1.8%,-5.7%,-9.1%,?,-4.5%,0.2%
CC(C)CN1CCC(=O)N([C@H](CN=[N+]=[N-])Cc2ccccc2)CC1,5.1,-2.1%,12.6%,0.3%,15.7%,-0.9%,9.4%,-9.4%,5.9%,5.6%,2.8%
Cc1ccc(CN2CC(C(=O)NNC(=O)c3ccc(F)cc3)CC2=O)cc1 (stereo not given),6.0,·,5.7%,1.1%,·,4.9%,·,·,·,0.1%,-3.2%
O=C(NCCc1c[nH]c2ccccc12)C1CCC(=O)N(CCc2cccc(F)c2)C1 (stereo not given),-23.6,0.5%,-17.8%,-3.0%,1.2%,-0.1%,4.9%,-16.1%,-1.4%,-0.2%,11.7%
O=C(/C=C/c1cn(-c2ccccc2)nc1-c1cccs1)NCCN1CCOCC1,6.0,-1.1%,-17.1%,-1.1%,-0.6%,-7.7%,·,31.8%,·,19µM*,0.0%
CCOc1ccc(OCCOCCn2ccnc2)cc1,-0.9,-3.4%,11.4%,-1.8%,17.3%,-4.7%,1.1%,19.0%,-2.0%,2.4%,1.5%
COc1cccc(NC(=O)C(Cc2ccccc2)n2cccc2)c1 (stereo not given),-14.8,-0.5%,-6.6%,?,-3.5%,20.2%,·,3.4%,1.9%,-17.7%,-2.1%
CCN(CC(=O)NCc1cccs1)C(=O)c1cccc(S(=O)(=O)Nc2ccc(C)cc2)c1,0.4,·,-17.3%,0.5%,·,0.5%,·,·,·,-2.2%,-1.1%
CC1(O)CC(c2ccc(Cl)cc2)=NN1C(=O)c1ccc(Cl)cc1 (stereo not given),2.0,-12.5%,-16.3%,-0.8%,?,-1.9%,?,?,-0.2%,0.2%,-5.9%
COc1ccc(Cl)cc1NC(=O)N1CCN(S(C)(=O)=O)CC1,9.6,2.2%,·,·,0.1%,0.0%,16.3%,-0.6%,-8.5%,-1.4%,·
c1ccc2c(c1)nc1n2CC2CON(C3CCCCC3)C12 (stereo not given),1.6,-5.1%,?,0.6%,-16.5%,-10.6%,·,12.8%,9.9%,?,-5.2%
N=C1SC(c2ccccc2)C(=O)N1c1ncc(Cc2ccccc2Cl)s1 (stereo not given),-46.6,4.8%,4.1%,0.1%,1.26µM*,-21.9%,14.1µM*,1.41µM*,34.9%[activator],0.2%,-3.8%
CC(=O)c1sc(-c2c(C)nc3sccn23)nc1C1CCCC1,·,-0.1%,4.4%,1.6%,8.8%,0.5%,3.9%[11.7 µM],23.7%,9.3%,-0.5%,-1.1%
CCO[C@@H]1c2c(ccc3ccc(=O)oc23)OC(C)(C)[C@H]1O,3.9,·,11.9%,-7.3%,·,0.1%,·,·,·,-1.9%,0.3%
CC1(C)C2CCC1(C)C(NC(=O)CCN1CCCCC1)C2 (stereo not given),-11.1,9.4%,0.6%,-6.5%,8.3%,0.0%,-7.3%,10.7%,2.6%,10.6%,0.5%
CCN(CC)C(=O)c1ccccc1NS(C)(=O)=O,-0.8,24.2%,9.0%,-2.4%,-2.3%,-3.9%,-5.1%,5.7%,-1.0%,-2.2%,1.2%
Cc1cc(Br)cc(Cl)c1OC(=O)c1cnccn1,11.0,·,7.2%,1.1%,0.0%,-7.6%,6.6%,-10.0%,3.1%,2.5%,-5.7%
CCOC(=O)c1cnc2ccc(OCC)cc2c1N1CCN(c2ccccc2)CC1,-15.1,-0.9%,?,-4.9%,-9.1%,-2.7%,?,-9.1%,4.2%,1.2%,1.6%
COc1ccc(/C=N/N=C2/C(=O)Nc3ccccc32)cc1O,1.4,-1.4%,0.9%,-9.7%,0.3%,2.0%,26.8%,18.8%,?,19µM*,9.2%
O=C(CN1CCCC1)Nc1ccccc1Sc1ccc(Cl)cc1,-90.2*,0.4%,6.2%,0.8%,-12.5%[10 µM],-19.4%,-25.3%,32.3%,9.5%,-7.9%,1.5%
O=C1c2oc3ccc(Cl)cc3c(=O)c2C(c2ccco2)N1CCN1CCOCC1 (stereo not given),7.6,11.0%,-0.8%,-0.5%,5.3%,3.0%,-6.6%,33.1%,?,0.1%,-0.7%
C=CCn1c(CCCNC(=O)CCC)nc2ccccc21,3.1,-1.7%,5.8%,12.1%,-14.7%,-2.6%,-2.9%,?,5.4%,1.8%,-1.9%
CCC(CC)C(=O)c1c[nH]c(C(=O)NCc2cccs2)c1,8.2,5.3%,?,-3.4%,1.0%[10 µM],-4.2%,1.2%,30.4%,0.8%,-2.4%,-12.2%
